HePTP inh: inhibitors of human HePTP phosphatase, primary screen, biochemical, absorbance, leukemia target | Tyrosine-protein phosphatase non-receptor type 7 (Homo sapiens), P35236 | recombinant HePTP phosphatase activity, OD absorbance | inhibition, % at 20 µM | hit rate 0.64% among 110,000; in the data active = inhibition above about 50%;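 also: plate controls were vehicle for no effect and reference inhibitor for full effect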
Target sequence (P35236 whole entry, looked up): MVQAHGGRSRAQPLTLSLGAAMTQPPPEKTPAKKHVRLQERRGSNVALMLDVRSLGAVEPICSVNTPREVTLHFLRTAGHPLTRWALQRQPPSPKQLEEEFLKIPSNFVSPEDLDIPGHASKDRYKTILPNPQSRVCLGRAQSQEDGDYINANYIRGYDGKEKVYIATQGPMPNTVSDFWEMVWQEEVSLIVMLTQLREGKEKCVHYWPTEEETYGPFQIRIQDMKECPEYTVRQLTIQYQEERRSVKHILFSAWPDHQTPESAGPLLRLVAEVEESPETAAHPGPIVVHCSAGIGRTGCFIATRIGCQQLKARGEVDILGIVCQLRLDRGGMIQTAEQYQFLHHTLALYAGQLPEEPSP
BAP1 block: inhibitors of BAP1 deubiquitinase, primary screen, biochemical, Ub-AMC fluorescence, kinetic. Ubiquitin carboxyl-terminal hydrolase BAP1 (Homo sapiens), Q92560. hit rate 0.48% among 72,000. activity remaining (% of control), % at 20 µM. recombinant BAP1, Ub-AMC hydrolysis fluorescence kinetic; active compounds read low;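 active = activity remaining at or below 50% of control, provided the compound also passes the data quality filters; inactive = the rest, including low values that fail the filters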;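 also: 100% = DMSO wells rate and 0% = substrate alone blank rate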
Target sequence (Q92560 whole entry, looked up): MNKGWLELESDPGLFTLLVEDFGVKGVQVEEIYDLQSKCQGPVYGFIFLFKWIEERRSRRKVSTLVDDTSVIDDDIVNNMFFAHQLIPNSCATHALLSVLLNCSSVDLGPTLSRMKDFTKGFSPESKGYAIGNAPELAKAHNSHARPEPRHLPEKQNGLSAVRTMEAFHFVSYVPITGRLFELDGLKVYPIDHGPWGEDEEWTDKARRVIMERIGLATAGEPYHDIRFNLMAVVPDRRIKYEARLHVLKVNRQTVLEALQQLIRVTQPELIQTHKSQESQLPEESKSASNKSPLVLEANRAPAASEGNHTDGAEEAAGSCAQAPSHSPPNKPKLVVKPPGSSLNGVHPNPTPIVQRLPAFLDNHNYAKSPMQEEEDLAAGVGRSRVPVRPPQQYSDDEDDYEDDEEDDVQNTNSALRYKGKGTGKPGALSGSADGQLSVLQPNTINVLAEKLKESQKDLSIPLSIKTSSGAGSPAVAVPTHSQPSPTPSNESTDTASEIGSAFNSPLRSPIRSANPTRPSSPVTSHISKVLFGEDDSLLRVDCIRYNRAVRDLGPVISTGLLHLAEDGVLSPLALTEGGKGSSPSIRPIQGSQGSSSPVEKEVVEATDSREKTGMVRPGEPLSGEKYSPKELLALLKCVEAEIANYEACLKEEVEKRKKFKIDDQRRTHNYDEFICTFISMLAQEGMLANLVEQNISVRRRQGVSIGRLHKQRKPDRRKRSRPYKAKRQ
* marks the source's active call; other numbers are inactive results.

Preview, 3 compounds:
What do the screens show for `O=C(c1ccc(CN2CCc3ccccc3C2)cc1)N1CCCCC1`?
HePTP inh: 12.1; BAP1 block: 90.2

Results for O=C(Cn1ncc2c(=O)oc3ccccc3c21)NC1CC1 ?
HePTP inh: 1.6; BAP1 block: 94.3

Results for CCOc1ccccc1NC(=O)Cc1ccccc1OC ?
HePTP inh: -0.7; BAP1 block: 121.3

The listing, repeating the preview:
What do the screens show for `O=C(c1ccc(CN2CCc3ccccc3C2)cc1)N1CCCCC1`?
HePTP inh: 12.1; BAP1 block: 90.2

Results for O=C(Cn1ncc2c(=O)oc3ccccc3c21)NC1CC1 ?
HePTP inh: 1.6; BAP1 block: 94.3

Results for CCOc1ccccc1NC(=O)Cc1ccccc1OC ?
HePTP inh: -0.7; BAP1 block: 121.3

What do the screens show for `CCOC(=O)Cc1csc(NC(=O)CSc2nc(C)cc(=O)[nH]2)n1`?
HePTP inh: 6.2; BAP1 block: 130.5

Results for Cc1ccc(-c2nn3c(C)nnc3s2)cc1NC(=O)CSc1ccc(Cl)cc1 ?
HePTP inh: 6.5; BAP1 block: 80.9

How did O=C(COc1ccccc1)Nc1cccc(Cl)c1Cl do in these assays?
HePTP inh: -12.1

What do the screens show for `O=[N+]([O-])c1ccc2c(c1Nc1ccccc1)=NC1(CCCCC1)N=2`?
HePTP inh: 7.4

How did Cc1ccc(S(=O)(=O)N2CC3(C)CN(S(=O)(=O)c4ccc(C)cc4)CC(C)(C2)C3O)cc1 (configuration not stated) do in these assays?
HePTP inh: 0.8; BAP1 block: 68.7

Results for O=C1CCCc2oc3ccc(NS(=O)(=O)c4ccccc4)cc3c21 ?
HePTP inh: 1.2

How did C/C=C/C=C/C(=O)N1C(=O)C(=O)c2cc(Br)ccc21 do in these assays?
HePTP inh: 0.9

What do the screens show for `CC1CCCC(C)N1C(=O)CSc1nnc(-c2cccs2)o1` (configuration not stated)?
HePTP inh: -2.3; BAP1 block: 107.5

How did O=C(N/C(=C/c1cccs1)C(=O)N1CCOCC1)c1cccs1 do in these assays?
HePTP inh: -5.9

What do the screens show for `Cc1ccccc1N1CCN(C(=S)c2ccc(OCc3ccccc3)cc2)CC1`?
HePTP inh: -11.7

How did CC1=C(C(=O)N2CCCCC2)C(c2cccs2)C2=C(CCCC2=O)N1 (configuration not stated) do in these assays?
HePTP inh: -5.3; BAP1 block: 61.6

How did O=C(C1CCN(S(=O)(=O)N2CCC3(CC2)OCCO3)CC1)N1CCN(Cc2ccccc2)CC1 do in these assays?
HePTP inh: 6.1; BAP1 block: 110.2

How did Nc1cccc(Nc2nc(OC(C(F)(F)F)C(F)(F)F)nc(OC(C(F)(F)F)C(F)(F)F)n2)c1 do in these assays?
HePTP inh: 6.3

How did COc1ccc(NS(=O)(=O)c2ccc(N/C=C\C(=O)c3ccccc3)cc2)nn1 do in these assays?
HePTP inh: 8.0

What do the screens show for `COc1ccc(S(=O)(=O)N(CC(=O)O)Cc2ccccc2)cc1`?
HePTP inh: -11.9

Results for COC(=O)N1CCN(c2ccc([N+](=O)[O-])cc2)CC1 ?
HePTP inh: 3.8

What do the screens show for `C/C(=N\Nc1nc(-c2ccc(C)cc2)nc2ccccc12)c1cccc([N+](=O)[O-])c1`?
HePTP inh: -7.4

How did CCCOc1ccc(C(=O)Oc2cccc3cccnc23)cc1 do in these assays?
BAP1 block: 55.9

How did CCOC(=O)c1ccc(NC(=O)C2=C(C)Nc3nc(CCCO)nn3C2c2cccc(C)c2)cc1 (configuration not stated) do in these assays?
HePTP inh: 10.7

Results for O=C1NC(=S)N(c2ccccc2)C(=O)/C1=C/c1ccc(-c2ccc([N+](=O)[O-])cc2)o1 ?
HePTP inh: 0.0

What do the screens show for `CCOC(=O)C1CCN(C(c2ccc(OC)c(OC)c2)c2sc3nc(C)nn3c2O)CC1` (configuration not stated)?
HePTP inh: -0.6; BAP1 block: 85.3

Results for CCn1c(=O)[nH]c2cc(Cl)c(Cl)cc21 ?
BAP1 block: 89.6

Results for CCCCC(=O)Nc1ccc(C(=O)N2CCN(c3ccccc3OC)CC2)cc1 ?
HePTP inh: 6.9; BAP1 block: 83.0

Results for Cc1ccc(-c2nnc(Nc3ccc4c(c3)nc(C)n4C)c3ccccc23)cc1 ?
HePTP inh: -15.4

What do the screens show for `O=C(CSc1nc2c(c(=O)[nH]1)CCCC2)Nc1ccc(Cl)cc1F`?
HePTP inh: 4.1; BAP1 block: 90.5

How did COCCCNS(=O)(=O)c1ccc2c(c1)CCN2C(C)=O do in these assays?
HePTP inh: 8.6; BAP1 block: 95.3

What do the screens show for `O=S(=O)(Nc1ccc(Cl)c2cccnc12)c1ccccc1`?
HePTP inh: 2.1

Results for COc1ccc(CCNC(=O)C2CCCN2C(=O)NC2CCCCC2)cc1OC (configuration not stated) ?
HePTP inh: 4.0; BAP1 block: 102.5

What do the screens show for `COC(=O)CSc1nnc(CNC(=O)c2cccs2)n1-c1cc(OC)ccc1OC`?
HePTP inh: 7.9; BAP1 block: 113.1

Results for CC1CC(C)CN(S(=O)(=O)c2ccc(C(=O)Nc3nc(-c4nc5ccccc5s4)cs3)cc2)C1 (configuration not stated) ?
BAP1 block: 222.4

How did CCOC(=O)c1c(C)n(C)c2ccc(OC)c(NC(=O)CN3CCN(Cc4ccccc4)CC3)c12 do in these assays?
HePTP inh: -4.4; BAP1 block: 111.6

Results for C=CCNC(=O)/C(=C\c1ccccc1)NC(=O)c1ccc(Cl)cc1Cl ?
HePTP inh: 8.1

How did Cc1c(/C(O)=C2/C(=O)C(=O)N(CCN3CCOCC3)C2c2cccnc2)cnn1-c1ccccc1 (configuration not stated) do in these assays?
HePTP inh: 8.0; BAP1 block: 104.9

What do the screens show for `O=C(c1cccc(F)c1)N1CCN(Cc2c[nH]c3ccccc23)CC1`?
HePTP inh: 7.1; BAP1 block: 81.6

Results for CCn1c2ccccc2c2nnc(-n3nc(C)c(Cc4ccccc4)c3C)nc21 ?
HePTP inh: 12.9

Results for Cc1nnc(SCc2ccccc2Cl)n1CC1CCCO1 (configuration not stated) ?
HePTP inh: -7.7; BAP1 block: 87.4

Results for CC(C)(Oc1ccc(CCNC(=O)c2ccc(-c3ccccc3)o2)cc1)C(=O)O ?
HePTP inh: -16.0

Results for Cc1cc2oc(=O)cc(C)c2cc1NC(=O)COc1ccccc1C ?
HePTP inh: -17.2

What do the screens show for `Cc1ccc2c(c1C)NC(=O)C2(O)CC(=O)c1ccc2c(c1)OCO2` (configuration not stated)?
HePTP inh: 6.1

How did COc1ccc(C(=O)COC(=O)c2ccc(OC)c(OC)c2)cc1OC do in these assays?
HePTP inh: 5.9; BAP1 block: 112.7

Results for Cc1cccc(-c2cc(NC(=O)c3ccc(Br)cc3)n[nH]2)c1 ?
HePTP inh: 5.7

How did O=C(O)CCN=C1CCCc2ccccc2N1 do in these assays?
HePTP inh: -11.4; BAP1 block: 109.0

Results for CCc1nc(SCC(=O)N2CCc3ccccc32)c2oc3ccccc3c2n1 ?
HePTP inh: 3.1; BAP1 block: 97.6

Results for CC12CCC(C(=O)NCc3ccccc3)(OC1=O)C2(C)C (configuration not stated) ?
HePTP inh: 3.2; BAP1 block: 162.4

Results for O=C(Nc1nnc(-c2ccco2)s1)c1ccccc1Br ?
BAP1 block: 61.1

What do the screens show for `CCOc1ccc(C2Oc3nc(SC)nnc3-c3ccccc3N2C(C)=O)cc1OC` (configuration not stated)?
HePTP inh: 9.6; BAP1 block: 91.4

How did O=C(COC(=O)COc1ccc(Nc2ccccc2)cc1)NCc1ccco1 do in these assays?
HePTP inh: 3.0; BAP1 block: 58.0

What do the screens show for `Cc1cc(C)c(NC(=O)CN2CCCCCC2)c(C)c1`?
BAP1 block: 163.4

What do the screens show for `CC(=O)Nc1nc(-c2ccc(Cl)cc2)nc(C)c1C(C)=O`?
HePTP inh: 7.3; BAP1 block: 92.2

How did O=S(=O)(c1cccc2nsnc12)N1CCCC1 do in these assays?
HePTP inh: 6.3; BAP1 block: 94.6

What do the screens show for `CCOC(=O)N1CCN(C(=O)c2ccc(C)c(S(=O)(=O)Nc3cccc(C)c3C)c2)CC1`?
HePTP inh: 11.6; BAP1 block: 111.2

Results for NC(=O)c1ccc(-c2ccc(Br)cc2)o1 ?
HePTP inh: 2.4; BAP1 block: 89.7

How did O=C1C(Nc2cccc(C(F)(F)F)c2)=C(N2CCCCC2)C(=O)c2ccccc21 do in these assays?
HePTP inh: -5.4

What do the screens show for `C/C(=N\NC(=O)c1c[nH]c2ccccc12)c1ccco1`?
HePTP inh: 1.2

Results for Clc1ccc(N2CCN(N=Cc3ccc(Cl)c(Cl)c3)CC2)cc1 ?
HePTP inh: 3.4

What do the screens show for `O=C(Cc1ccccc1)Nc1ccc(I)cc1Cl`?
HePTP inh: 1.0

What do the screens show for `C=CCN(CC=C)S(=O)(=O)c1ncn[nH]1`?
HePTP inh: 15.6; BAP1 block: 98.9

For reference, part of the list above.
Results for NC(=O)c1ccc(-c2ccc(Br)cc2)o1 ?
HePTP inh: 2.4; BAP1 block: 89.7

How did O=C1C(Nc2cccc(C(F)(F)F)c2)=C(N2CCCCC2)C(=O)c2ccccc21 do in these assays?
HePTP inh: -5.4

What do the screens show for `C/C(=N\NC(=O)c1c[nH]c2ccccc12)c1ccco1`?
HePTP inh: 1.2

Results for Clc1ccc(N2CCN(N=Cc3ccc(Cl)c(Cl)c3)CC2)cc1 ?
HePTP inh: 3.4

What do the screens show for `O=C(Cc1ccccc1)Nc1ccc(I)cc1Cl`?
HePTP inh: 1.0

What do the screens show for `C=CCN(CC=C)S(=O)(=O)c1ncn[nH]1`?
HePTP inh: 15.6; BAP1 block: 98.9

(more compounds)
How did CCC(=O)NNC(=O)c1cc(=O)[nH]c2ccccc12 do in these assays?
HePTP inh: 11.5

How did Cc1cc(NC(=O)COC(=O)C2CCN(S(=O)(=O)c3ccc(Cl)cc3)CC2)no1 do in these assays?
HePTP inh: -5.6

What do the screens show for `O=S(=O)(Nc1ccc(O)c(-c2nc3ccccc3o2)c1)c1ccccc1`?
HePTP inh: 0.7

How did CC1CCCCC1NC(=O)C1CCN(S(=O)(=O)N2CCOCC2)CC1 (configuration not stated) do in these assays?
HePTP inh: 6.4; BAP1 block: 100.1

What do the screens show for `COC(=O)c1ccccc1NC(=O)CN(c1ccc(OC)c(Cl)c1)S(C)(=O)=O`?
HePTP inh: -4.9

What do the screens show for `Cc1c(Cl)cccc1NC(=O)C1(C)CC2c3ccccc3C1c1ccccc12` (configuration not stated)?
HePTP inh: 11.9

Results for Nc1ccc2c(C(F)(F)F)cc(=O)oc2c1 ?
HePTP inh: 7.4; BAP1 block: 128.6

What do the screens show for `C=CCNC(=O)C1CCN(S(=O)(=O)c2ccccc2)CC1`?
HePTP inh: 5.4; BAP1 block: 106.5

How did CCOC(=O)N1CCN(Cc2nc3c(c(=O)n(C)c(=O)n3C)n2Cc2cc(C)ccc2C)CC1 do in these assays?
HePTP inh: 4.6; BAP1 block: 94.4

What do the screens show for `CCCC(C)C1C(C#N)=C(N)Oc2cc(C)oc(=O)c21` (configuration not stated)?
HePTP inh: 11.9; BAP1 block: 102.1

How did Cc1cc(Cl)ccc1OCC(=O)Nc1ccccc1O do in these assays?
HePTP inh: 6.0

What do the screens show for `CCN(CC)CC(=O)N(CC(=O)Nc1c(C)cc(C)cc1C)C1CCCCC1`?
HePTP inh: 5.4; BAP1 block: 96.7

How did CCOC(=O)c1c(N)sc2c1CCS(=O)(=O)C2 do in these assays?
HePTP inh: -0.9; BAP1 block: 114.0

How did Cn1c2nc(-[n+]3ccccc3)nc-2c([O-])n(C)c1=O do in these assays?
HePTP inh: -7.0

What do the screens show for `CCN(Cc1ccccc1)Cc1cc(OC)cc(OC)c1`?
HePTP inh: 2.6; BAP1 block: 93.2

How did COc1ccc(CNc2nc3nc(C)cc(C)n3n2)cc1OC do in these assays?
HePTP inh: 2.6; BAP1 block: 99.9

How did CCOc1ccc(NC(=O)N(CCC(C)C)C(C)c2ccco2)cc1 (configuration not stated) do in these assays?
HePTP inh: -0.1; BAP1 block: 92.7

What do the screens show for `COc1cc2c(cc1OC)C(c1cccc(OC)c1OC)CC(=O)N2` (configuration not stated)?
HePTP inh: -5.6; BAP1 block: 94.6

Results for C=CCOC(=O)C1=C(C)NC(=O)NC1c1ccc(OC(=O)c2ccco2)c(OC)c1 (configuration not stated) ?
HePTP inh: 3.5; BAP1 block: 91.0

Results for O=C(CSc1nnc(Cc2cccs2)n1C1CCCCC1)N1CCN(C(=O)c2ccco2)CC1 ?
HePTP inh: 3.8; BAP1 block: 93.1

What do the screens show for `COc1cccc(NC(=O)CSC2=C(C#N)C(c3ccco3)C3=C(CCCC3=O)N2)c1` (configuration not stated)?
HePTP inh: 7.8; BAP1 block: 88.9

What do the screens show for `Cc1nc(CC(=O)N2CCN(c3cccc(C)c3C)CC2)cs1`?
HePTP inh: -2.9; BAP1 block: 89.6

Results for COc1ccc2nc(C)cc(N3CC(C)OC(C)C3)c2c1 (configuration not stated) ?
HePTP inh: 4.6; BAP1 block: 92.1

Results for O=C(CSc1ncccc1C(=O)O)Nc1ccccc1 ?
HePTP inh: 11.9

What do the screens show for `CCn1nc(C(=O)OCC(=O)c2cc(C)n(Cc3cccs3)c2C)c2ccccc2c1=O`?
HePTP inh: 6.5; BAP1 block: 64.0

How did COc1cc(C2N(C)c3ccccc3N2C)cc(OC)c1OC do in these assays?
HePTP inh: 3.3

What do the screens show for `COc1ccc(OC)c2sc(NC(=O)c3ccc(Br)s3)nc12`?
HePTP inh: -0.6; BAP1 block: 70.8

What do the screens show for `CCCCn1c(C)nc2c(=O)oc3ccccc3c21`?
BAP1 block: 171.6

How did CSc1nnc(-c2ccccc2)n1C do in these assays?
HePTP inh: 7.3; BAP1 block: 107.3

What do the screens show for `Cc1cccc(NC(=O)C(=O)NCc2ccco2)c1C`?
HePTP inh: 3.5

Results for Cc1ccc(C)c(S(=O)(=O)NCc2ccccn2)c1 ?
HePTP inh: -8.9
